# TLR9-MyD88 inh – inhibitors of human TLR9-MyD88 binding; Q9NR96+Q99836; 0.21% of 340,000 active; CHO BLA complementation TLR9-MyD88, CCF4 FRET ratio; inhibition, % at 4.98 µM;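 active means inhibition above the mean over all tested compounds plus 3 SD, cut at about 21% in these data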;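 further: 0% = DMSO only wells and 100% = clavulanate BLA inhibitor control wells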
# TRAIL sens C8 – sensitizes caspase-8 expressing cells to TRAIL; inhibition (viability loss, TRAIL sensitization), % at 10 µM; 1% of 360,000 active; NB7+C8 cells + TRAIL, ATPlite viability luminescence; AID 624354;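 active means compounds causing at least 50% loss of cell viability in the single-dose screen, relative to plate controls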
# COUP-TFII inh – NR2F2 (human) inhibition, primary screen; inhibition, % at 8.6 µM; AID 686940; HEK293T NGFI-A luciferase reporter, luminescence; P24468; 0.7% of 370,000 active;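 active means inhibition above a per-plate cutoff, mean inhibition of test wells between control levels plus 3 SD, cut at about 38% in these data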;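 further: cells cotransfected with COUP-TFII expression vector driving the NGFI-A reporter; 0% = median of COUP-TF2 test wells and 100% = reporter-only cells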
# SRC1 inh – inhibits human SRC1 coactivator | Q15788 | HEK293 GAL4-SRC1 luciferase reporter, luminescence | inhibition, % at 3.6 µM | 0.12% of 360,000 active | AID 588354;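 active means inhibition above the campaign mean plus 3 SD, with each screening campaign given its own cutoff, cut at about 60% in these data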;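 further: 0% = DMSO treated cells and 100% = gossypol at 36 µM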
# Target sequence (Q15788 whole entry, looked up, the tested form may be a part): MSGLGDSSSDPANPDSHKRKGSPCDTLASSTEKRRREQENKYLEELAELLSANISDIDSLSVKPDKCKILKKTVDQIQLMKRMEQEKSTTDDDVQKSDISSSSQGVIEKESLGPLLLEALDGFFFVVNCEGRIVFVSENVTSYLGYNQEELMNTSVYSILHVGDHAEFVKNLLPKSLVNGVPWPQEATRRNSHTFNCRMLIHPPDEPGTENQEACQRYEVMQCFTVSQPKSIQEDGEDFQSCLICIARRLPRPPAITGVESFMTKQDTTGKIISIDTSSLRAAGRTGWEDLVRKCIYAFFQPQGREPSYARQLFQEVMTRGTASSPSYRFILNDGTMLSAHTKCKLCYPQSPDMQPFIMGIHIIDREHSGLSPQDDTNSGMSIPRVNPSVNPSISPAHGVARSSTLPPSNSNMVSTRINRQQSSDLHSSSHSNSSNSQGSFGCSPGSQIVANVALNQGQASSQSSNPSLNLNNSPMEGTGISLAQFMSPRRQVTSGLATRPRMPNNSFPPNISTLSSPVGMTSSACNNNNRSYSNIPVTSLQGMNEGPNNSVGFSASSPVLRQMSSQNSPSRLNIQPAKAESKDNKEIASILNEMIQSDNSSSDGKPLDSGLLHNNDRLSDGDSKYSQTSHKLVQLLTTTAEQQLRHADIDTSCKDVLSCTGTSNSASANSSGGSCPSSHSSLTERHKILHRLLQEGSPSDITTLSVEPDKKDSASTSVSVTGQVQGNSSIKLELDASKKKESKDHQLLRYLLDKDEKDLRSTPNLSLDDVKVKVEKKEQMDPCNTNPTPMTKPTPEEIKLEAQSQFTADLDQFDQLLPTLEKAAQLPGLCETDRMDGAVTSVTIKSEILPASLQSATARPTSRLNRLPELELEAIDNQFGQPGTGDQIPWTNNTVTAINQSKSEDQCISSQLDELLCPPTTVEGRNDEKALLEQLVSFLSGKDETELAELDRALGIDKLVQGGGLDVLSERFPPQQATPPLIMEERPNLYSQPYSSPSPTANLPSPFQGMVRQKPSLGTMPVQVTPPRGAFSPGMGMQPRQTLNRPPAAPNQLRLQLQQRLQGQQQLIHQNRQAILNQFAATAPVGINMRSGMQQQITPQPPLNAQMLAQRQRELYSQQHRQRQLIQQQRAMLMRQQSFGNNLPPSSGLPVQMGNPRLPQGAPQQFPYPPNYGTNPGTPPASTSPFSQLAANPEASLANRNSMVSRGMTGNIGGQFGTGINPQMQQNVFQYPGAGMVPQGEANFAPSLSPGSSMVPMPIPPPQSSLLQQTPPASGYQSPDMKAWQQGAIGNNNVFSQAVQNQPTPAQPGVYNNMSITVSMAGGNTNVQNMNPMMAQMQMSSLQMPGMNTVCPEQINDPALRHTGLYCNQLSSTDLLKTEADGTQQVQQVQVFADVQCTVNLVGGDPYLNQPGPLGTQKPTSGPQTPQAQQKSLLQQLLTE
# NOD2-RIPK2 inh – blocks binding of human NOD2 to RIPK2; O43353; CHO BLA complementation NOD2-RIPK2, CCF4 ratio; inhibition, % at 4.98 µM; 0.38% of 360,000 active; in the data active means inhibition above about 21%;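 further: 0% = vehicle only and 100% = reference blocker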
# LMP1 NFkB inh – inhibitors of Epstein-Barr LMP1-induced NF-kappaB reporter. inhibition, % at 12.5 µM. LMP1-induced NF-kappaB luciferase reporter cells, luminescence. 0.69% of 350,000 active; in the data active means inhibition above about 41%;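 further: 0% = neutral control wells and 100% = reference inhibitor control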
# SRC3 inh – inhibitors of human steroid receptor coactivator 3 (SRC3) | Q9Y6Q9 | HEK293 GAL4-SRC3 luciferase reporter, luminescence | inhibition, % at 3.6 µM | 0.17% of 360,000 active;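 active means inhibition above a per-campaign cutoff, the mean of all compounds plus 3 SD, cut at about 60% in these data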;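 further: 0% = DMSO-treated cells and 100% = gossypol-treated cells at 36 µM; higher means less SRC3-driven luciferase light from the GAL4 reporter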
# LRH-1 inv ag – suppresses constitutive activity of human LRH-1 | O00482 | HEK293T StAR-luciferase reporter, LRH-1 transfected, 24 h | inhibition, % at 3.6 µM | 0.13% of 360,000 active | AID 602396;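 active means inhibition above the mean inhibition of all tested compounds plus 3 SD, cut at about 73% in these data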;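 further: 0% = DMSO wells and 100% = reporter-only cells lacking LRH-1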
# Vif inh – blocks HIV Vif function. inhibition, % at 7.49 µM. AID 602346. HEK293T cells, Vif self-association by quenched fluorescence, imaging, 24 h. 0.35% of 340,000 active; in the data active means inhibition above about 50%, passing the limit was not always enough; further: some results filed as inactive read as strong as hits
# TROY NFkB inh – TROY signaling inhibition. inhibition, % at 10 µM. Q293 LMP1-TROYcd NF-kB luciferase reporter, 4 h. 0.98% of 360,000 active. AID 1347056;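 active means compounds whose plate-normalised and pattern-corrected inhibition of the luciferase reporter signal at the single screening dose is 50% or more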
# SRC2 inh – inhibits human steroid receptor coactivator 2 | Q15596 | HEK293 GAL4-SRC2 luciferase reporter, luminescence | inhibition, % at 9 µM | 0.17% of 370,000 active | AID 651957;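 active means inhibition above the mean inhibition of all tested compounds plus 3 SD, set per campaign, cut at about 52% in these data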;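 further: 0% = DMSO treated cells and 100% = cells given Gossypol at 36 µM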
# Numbers without * were called inactive; . = not tested or not shown.
SMILES,TLR9-MyD88 inh,TRAIL sens C8,COUP-TFII inh,SRC1 inh,NOD2-RIPK2 inh,LMP1 NFkB inh,SRC3 inh,LRH-1 inv ag,Vif inh,TROY NFkB inh,SRC2 inh
CCCCc1nnc(NC(=O)c2cccc(S(=O)(=O)N3CCN(C)CC3)c2)s1,1,1,24,6,3,1,20,12,-8,-13,1
O=C(CN1CCN(S(=O)(=O)c2ccc(Br)s2)CC1)NC1CCCCC1,-3,5,-11,-15,-5,4,5,19,-4,-1,-14
O=C1c2cc(F)ccc2OC2(CCNCC2)C12CC(c1ccccc1)=NO2 (stereo not drawn),0,13,0,2,-6,10,-9,-6,-4,-3,-2
COc1ccc(NC(=O)N2CCCC(c3nc(-c4ccc(F)cc4)no3)C2)cc1 (stereo not drawn),-2,-4,-38,-12,2,2,-20,-31,1,13,-32
CCN(CC(=O)Nc1ccc(NC(C)=O)cc1)C(=O)c1ccc(S(=O)(=O)N2CCCC2)cc1,7,-6,10,-13,1,4,2,-11,0,-3,3
O=C(OC(C(=O)NCc1ccc2c(c1)OCO2)c1ccc(Cl)cc1)c1ccco1 (stereo not drawn),-5,3,13,9,5,-2,9,3,-1,-10,-1
Cc1ccc(S(=O)(=O)N2CCCC(C(=O)NC3CC3)C2)cc1 (stereo not drawn),-3,-10,1,-5,0,-1,14,8,-5,9,-8
COc1ccc(NC(=O)COc2ccc3c(c2)OCO3)cc1,-8,3,-5,-9,0,8,-13,-12,2,-27,-40
COc1ccccc1-c1c(C)nn2c(N)c(-c3ccc(Cl)cc3)cnc12,-6,17,-3,8,4,11,-7,-5,-4,-13,6
Cc1cc(Br)cn2c(Cc3ccccc3C(F)(F)F)c(-c3cccc(Br)c3)nc12,.,10,-13,.,-7,.,.,5,.,27,9
Cc1ccc(S(=O)(=O)N2CCCCC2)cc1NC(=O)c1ccco1,-11,2,4,-14,-12,0,-2,6,0,8,-15
CCN(CC)C(=O)CSc1nc2ncc(Br)cc2[nH]1,-18,-8,-4,-8,2,6,11,-10,-8,-10,24
COc1ccc(-c2nnc(N3CCOCC3)c3ccccc23)cc1,1,-5,-8,6,2,5,-5,-26,4,17,27
CCOc1ccccc1N1CC(C(=O)N2CCOCC2)CC1=O (stereo not drawn),9,3,-11,-1,0,-3,-1,-10,-6,-1,1
COc1ccc(C(c2oc(CO)cc(=O)c2O)c2oc(CO)cc(=O)c2O)cc1,-2,-15,-16,1,-5,1,8,-8,-6,6,10
CC1(C)Cc2c(C#N)c(SCCO)nc(N3CCOCC3)c2CO1,-5,-15,4,3,-4,0,3,4,-3,-12,9
COc1ccc(-c2cc(C(F)(F)F)nc(SCC(=O)Nc3ccc4c(c3)OCO4)n2)cc1,-6,-3,-2,5,1,-6,6,11,-4,0,1
c1cncc(CNc2nc(N3CCOCC3)nc(N3CCOCC3)n2)c1,-16,7,-17,1,-15,-3,1,24,-3,-10,-19
O=C(NC(=S)N1CCN(Cc2ccccc2)CC1)c1ccco1,1,-10,1,5,11,-2,10,-4,-3,-9,-1
Cc1noc(C)c1S(=O)(=O)N(CC(=O)NC1CCCC1)c1ccc(C(C)C)cc1,-5,4,10,-1,6,5,-1,-2,7,11,-8
O=C1c2ccccc2C(=O)N1c1nc2nccc(-c3ccccc3)n2n1,-12,-1,-14,-2,-10,-2,-7,-8,-1,6,9
COc1ccc(NC(=O)c2cncc(Br)c2)cc1S(N)(=O)=O,-3,-30,-13,-7,1,-1,1,9,-3,-12,-4
CCOC(=O)c1c(C)oc2c1cc(O)c1ccccc12,0,2,-32,-82,1,10,-137,-119,-4,27,-38
Cc1ccccc1N1C(S)=C(C#N)C(=O)NC1c1ccco1 (stereo not drawn),-1,-9,-2,-9,-1,1,-22,5,-5,6,-2
O=C(/C=C/NCc1ccc(F)cc1)c1ccccc1,6,-3,3,-27,-1,-8,-24,-32,6,-46,-3
CC(=O)Nc1ccc(CCCCc2ccc(NC(C)=O)cc2)cc1,8,-17,-15,-19,-4,0,-44,-21,-9,-25,4
CN(C)c1ccc(C2Nc3cccc4cccc(c34)N2)cc1,3,2,-1,-29,-3,-9,-14,-32,-11,-41,-39
CC(NC(=O)COc1ccc(S(=O)(=O)N2CCCC2)cc1)c1ccccc1 (stereo not drawn),1,-1,11,-7,5,-9,-4,-2,7,8,8
CC(C)(C)c1ccc(OCC(=O)Nc2cccc(S(=O)(=O)NC3=NCCCCC3)c2)cc1,1,6,11,-21,0,7,4,-9,-8,10,-9
Clc1ccc(N/N=C/c2ccncc2)cc1Cl,-5,-1,-31,-38,-6,-27,-97,-39,3,-36,-43
COc1cccc(NC(=O)N(C)C[C@@H]2Oc3cc(Br)ccc3S(=O)(=O)N([C@@H](C)CO)C[C@H]2C)c1,-5,-18,6,-14,0,-6,-1,-9,-3,-4,1
Cc1c([N+](=O)[O-])ccc(S(=O)(=O)N2CCC(C(N)=O)CC2)c1C,4,9,-3,8,-17,-32,11,-8,-12,2,15
Cc1ccc(SCc2cc(=O)[nH]c(N3CCN(C)CC3)n2)cc1,-11,-6,-2,-13,1,-6,11,18,0,-3,6
N#Cc1ccc(C(=O)OCc2cccc(S(=O)(=O)N3CCOCC3)c2)cc1,5,-9,10,-12,-7,1,-5,-4,12,8,11
CN(C(=O)COC(=O)c1c[nH]c2ccccc12)c1ccccc1,0,-10,1,-16,0,-2,3,2,0,-14,-13
Cc1nc(NC(=O)c2cnccn2)ccc1Br,-1,28,-42,-46,1,-14,-88,-102,.,-32,-33
COCCNC(=O)C(NC(=O)C1CCC(C)CC1)C(C)C (stereo not drawn),-2,-3,17,1,-1,3,11,6,-6,13,1
CC(=O)NNC(=O)N1Cc2ccccc2Oc2ccc(Cl)cc21,-5,-4,-2,10,-2,-4,0,-10,-1,6,17
CNC(=O)c1[nH]cnc1C(=O)Nc1ccccc1OC,-9,-1,-33,7,-3,0,16,4,-6,5,7
Cc1ccc([N+](=O)[O-])cc1S(=O)(=O)n1ccnc1C,0,6,-4,0,0,0,6,4,10,7,-10
CC(C)N(C(=O)[C@H]1C[C@H](CC(=O)NCCCn2ccnc2)C(=O)N2CCc3c([nH]c4cc(-c5ccco5)ccc34)[C@]12C)C(C)C,-3,-16,-6,1,-16,2,20,14,7,17,-1
CC1CCC(NC(=O)c2ccc(CS(=O)(=O)Cc3ccccc3F)o2)CC1 (stereo not drawn),5,-10,-8,-21,-8,-5,5,-1,0,12,10
CCCCn1c(N)c(N(CC)C(=O)c2cc3c(s2)CCCCC3)c(=O)[nH]c1=O,-9,7,-3,-7,-17,1,27,3,0,-3,9
COCCNC(=O)COc1ccc(C)c(C)c1,1,-6,-27,0,-12,6,6,10,-10,-12,-22
Nc1c(C(=O)NC2CCCC2)c2nc3ccccc3nc2n1N,7,-3,5,-26,3,-7,-22,24,-1,9,-29
CN(CC(=O)Nc1cccc(F)c1)C(=O)c1ccc(OCc2cn3ccccc3n2)cc1,-22,-24,-6,-42,2,-12,-36,-54,-4,-37,-60
COC(=O)c1sccc1NC(=O)/C=C/c1ccc(Cl)cc1,-1,12,-18,-47,-3,-28,-21,-14,.,-42,-37
OC1CC(c2ccco2)NC2(CCCCC2)C1 (stereo not drawn),2,-10,-4,0,0,-8,17,14,.,-2,-8
Cc1ccc(S(=O)(=O)c2ccsc2NC(=O)c2ccccc2)cc1,-8,14,12,-4,2,8,-12,-19,17,-1,4
COC(=O)N1CCc2c(sc(NC(=O)C3COc4ccccc4O3)c2C(N)=O)C1 (stereo not drawn),-1,21,-3,-53,8,-18,-53,-67,-6,-24,-44
COc1cc([N+](=O)[O-])ccc1-c1ccc(C(=O)Nc2ccc(NC(C)=O)cc2)o1,-6,25,0,2,-79,-5,5,28,5,1,-10
CCc1noc(C)c1C(=O)NNC(=O)c1cc(OC)c(OC)c(OC)c1,-16,1,7,23,3,5,-4,-14,20,-19,2
Cc1ccc(Cc2c(-c3ccc(C)cc3)nc3ccc(Cl)cn23)cc1,1,4,-26,-46,2,-24,-44,-73,-4,-61,-21
CCOC(=O)C1(CC)CC(CSc2nc3ccccc3[nH]2)OC1=O (stereo not drawn),-9,-8,3,-12,-10,-5,-16,2,-6,-8,-10
O=C(c1cccc(S(=O)(=O)N2CCc3ccccc32)c1)N1CCOCC1,-6,-4,-2,4,6,0,-30,-3,5,0,11
O=C(O)Cc1cn(-c2ccccc2)nc1-c1ccccc1,-1,-7,-3,-10,-4,1,10,-10,16,1,20
O=C(c1ccc(Cl)c(S(=O)(=O)N2CCCC2)c1)N1CCN(c2ccccc2F)CC1,-3,-5,8,3,-7,3,19,4,-5,21,3
COc1ccccc1NC(=O)c1ccc2nc(C)c(C)nc2c1,-9,-11,-1,14,-1,-10,-21,-17,0,-10,0
COCCNc1nc(Oc2ccc(CC(=O)OC)cc2)c2sc(-c3ccccc3)cc2n1,.,1,-9,4,2,.,-4,-1,-3,-11,3
CC(C)CC1NC(=O)N(CC(=O)NC2CCCCC2)C1=O (stereo not drawn),2,-1,-2,-1,4,-3,8,-13,8,-20,-6
# Remaining list, next part
SMILES,TLR9-MyD88 inh,TRAIL sens C8,COUP-TFII inh,SRC1 inh,NOD2-RIPK2 inh,LMP1 NFkB inh,SRC3 inh,LRH-1 inv ag,Vif inh,TROY NFkB inh,SRC2 inh
O=C(N/N=C/c1cc([N+](=O)[O-])c(N2CCOCC2)cc1N1CCOCC1)c1cccnc1,2,0,-6,6,-1,2,8,-17,9,7,-9
O=C(NNc1c([N+](=O)[O-])cc(C(F)(F)F)cc1[N+](=O)[O-])c1ccco1,0,13,13,5,0,16,29,5,-7,31,18
O=C(Cn1cc2c(n1)CCCC2)Nc1cc(-c2cccc(Cl)c2)no1,-4,5,-27,-5,8,-11,-14,-34,0,-77,-10
CC1=C(C(=O)N2CCCCCC2)CC(CC(=O)NC(c2ccccc2)c2ccccc2)C(=O)N1CCC1=CCCCC1 (stereo not drawn),.,19,-5,.,-1,.,.,-17,.,29,9
COc1ccc(CN2C[C@@H](CO)O[C@@H](n3cnc4c(NCc5ccncc5)ncnc43)C2)cc1,.,-13,2,21,-3,.,7,-5,12,-12,-16
Cn1c(=NC(=O)c2ccccc2[N+](=O)[O-])sc2cccc(F)c21,3,16,-43,-116,-9,-18,-88,-139,17,-49,-34
CC(=O)N1c2ccccc2Nc2ccccc21,9,-2,-11,-64,-9,6,10,5,2,1,-5
O=C(NNC(=O)c1ccc(S(=O)(=O)N2CCOCC2)cc1)c1ccccc1,2,2,-20,6,9,-12,15,2,-4,8,-13
O=C(/C=C/[C@H]1O[C@@H](n2ccc(=O)[nH]c2=O)[C@H](O)[C@@H]1O)NCCN1CCCCC1,.,9,-3,12,-11,.,24,16,2,10,11
O=C(CNC(=O)c1ccncc1)N/N=C/c1cc(Br)ccc1O,-13,-17,11,14,-3,-15,3,13,5,-9,-12

# Assay outcomes: PubChem, several laboratories

# Only part of the results is shown. The share of hits here may be higher or lower than overall.
